Source: PubChem BioAssay
HepG2 tox: qHTS for Inhibitors of TGF-b: Cytotox Counterscreen; HepG2 CAGA-GFP viability, ATP luminescence, 18 h; Potency, µM (titrated, usually from 46.1 µM), without a hit: top-dose activity change, negative = cytotoxicity, most hits filed as cytotoxic; hit rate 0.76% among 410,000; AID 588856, 2011; further: potency means the concentration at half of the fitted maximal effect; some results filed as inactive show a strong effect at the top dose
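HepG2 CAGA-GFP cells (1000/well, DMEM with 1% FBS) received compound, then TGF-beta at 500 pg/mL final, and were incubated 18 hours at 37 degrees C. Viability was read by CellTiter-Glo luminescence. Media-only wells were set as complete cell-killing and DMSO as no toxicity.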
HT1080-NT tox: qHTS for induction of synthetic lethality in tumor cells producing 2HG: qHTS for the HT-1080-NT fibrosarcoma cell line; HT-1080-NT fibrosarcoma viability, CellTiter-Glo ATP luminescence, 48 h; Potency, µM (series often up to 46.1 µM), without a hit: at the top dose activity, negative = less viability, actives largely listed as cytotoxic; hit rate 1.6% among 360,000; AID 686970, 2013;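 further: NT is the 2HG producing partner of a matched IDH1 knockdown line; potency means the concentration at half of the fitted maximal effect; 0% = DMSO-treated cells and -100% = media-only wells without cells; nearly all actives have a fitted effect of over 55% in size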
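Toxicity toward the 2HG-producing NT line was scored as %Activity, normalised to DMSO and no-cell wells, from CellTiter-Glo luminescence after 48 hours' treatment.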
IL-1B inflam inh: qHTS for Inhibitors of Inflammasome Signaling: IL-1-beta AlphaLISA Primary Screen; AID 743279, 2014; THP-1 LPS/ATP IL-1B secretion, AlphaLISA, 16 h; hits give low values; hit rate 4.7% among 360,000; activity change, % at 57.5 µM; in the data active means activity change below about -50%; inconclusive means mostly about -30% to -49%; further: on the % scale 0 is the no-effect control and ±100 the full control effect
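Secreted IL-1B measured by AlphaLISA bead assay after 16 h compound exposure of THP-1 cells; compounds (final up to 57.5 uM) added 1 h before LPS (250 ng/mL) and ATP (1.25 mM) stimulation; lower signal means less secretion.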
KB-3-1 cytotox: qHTS assay for MDR1-selective chemotherapeutics: Primary screen using the parental adenocarcinoma cell KB-3-1. Potency, µM (top dose mostly 46.1 µM), without a hit: at the top dose activity change, negative = cytotoxic, usual class: cytotoxic. KB-3-1 viability, CellTiter-Glo ATP luminescence, 72 h. hit rate 1.4% among 400,000; further: potency means the concentration at half of the fitted maximal effect; on the % scale 0 is the no-effect control and ±100 the full control effect; nearly all actives have a fitted effect of over 60% in size
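Cytotoxicity measured as CellTiter-Glo luminescence after 72 h at 37 C. Compound titrations were pinned onto drug-naive KB-3-1 parental adenocarcinoma cells grown in DMEM with 10% FBS, and normalized data fitted to concentration-response curves.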
ATXN viability: Viability Counterscreen for Primary qHTS for Inhibitors of ATXN expression | Potency, µM (titrated, usually from 56.7 µM), actives largely listed as cytotoxic | hit rate 0.49% among 400,000 | S2 cells (HEK-293 line with an ATXN2-luciferase reporter) viability, CellTiter-Fluor protease fluorescence, 24 h; further: potency means the concentration at half of the fitted maximal effect; nearly all actives have a fitted effect of over 40% in size
MCF10A rereplic: A quantitative high throughput screen for small molecules that induce DNA re-replication in MCF 10a normal breast cells | MCF 10A DNA re-replication, Hoechst nuclear intensity, 48 h | Potency, µM (highest dose often 46.1 µM), inactives show at the top dose activity, positive = re-replication, usual class: activators | hit rate 2.9% among 350,000 | AID 624296, 2012; further: potency means the concentration at half of the fitted maximal effect; % of control where 0% means no effect; nearly all actives have a fitted effect of over 50% in size
HT1080 IDH1KD tx: qHTS for induction of synthetic lethality in tumor cells producing 2HG: qHTS for the HT-1080-IDH1KD cell line | HT-1080 IDH1 knockdown viability, ATP luminescence, 48 h | Potency, µM (doses to about 46.1 µM), inactives show at the top dose activity, negative = toxicity, most hits filed as cytotoxic | hit rate 2% among 360,000;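 further: potency means the concentration at half of the fitted maximal effect; 0% = DMSO wells and -100% = cell-free medium wells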
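Cytotoxicity counter-line: IDH1KD HT-1080, 48 h, CellTiter-Glo. Curves classed by r2, magnitude and activity.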
SW480 rerep: A quantitative high throughput screen for small molecules that induce DNA re-replication in SW480 colon adenocarcinoma cells | hit rate 1.8% among 340,000 | AID 624297, 2012 | SW480 DNA re-replication, Hoechst DNA content imaging, 48 h | Potency, µM (series often up to 46.1 µM), for the others: at the top dose re-replication activation, usual class: activators; further: potency means the concentration at half of the fitted maximal effect; % of control where 0% means no effect; nearly all actives have a fitted effect of over 55% in size
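250 cells/well; 23 nL cpd via pin tool; 48 hr, 37 C, 5% CO2; Hoechst 40 min; imager read of total nuclear intensity, ex 405/em 500-530 nm.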
ATXN2 expr inh: Primary qHTS for Inhibitors of ATXN expression; Potency, µM (top dose mostly 57 µM), without a hit: at the top dose activity change, negative = inhibition, usual class: inhibitors; hit rate 0.72% among 360,000; HEK-293 ATXN2-luciferase reporter, luminescence, 24 h; further: potency means the concentration at half of the fitted maximal effect; on the % scale 0 is the no-effect control and ±100 the full control effect; nearly all actives have a fitted effect of over 55% in size
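qHTS (up to 57 uM final) was run with 24 h compound exposure of reporter cells at 37 °C. Each well was multiplexed: SteadyGlo luminescence measured ATXN2-luciferase expression after a fluorogenic Gly-Phe-AFC viability readout (25 uM final).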
Starred values were filed as active, the others as inactive; i = inactive; ? = inconclusive; . = not tested or not shown; [ ] = another dose, or the depositor's remark. Unless noted, the call rests on the fitted dose curve; in most records, active means well fitted curve in the direction sought with a large enough effect; inconclusive means small, poorly fitted or top-dose-only effect, or another doubt; inactive means no such curve, though single readings can be large; an effect the other way counts as inactive or inconclusive.

Compound	HepG2 tox	HT1080-NT tox	IL-1B inflam inh	KB-3-1 cytotox	ATXN viability	MCF10A rereplic	HT1080 IDH1KD tx	SW480 rerep	ATXN2 expr inh
O=C1c2ccccc2C(=O)N1CCc1nc2ccccc2c(=O)n1CCCn1ccnc1	-2%	5%	-19	7%	i	-2%	0%	0%	-5%
CC(=NNC(=O)c1cc(C)nc2ccccc12)c1ccc(N2CCOCC2)cc1	-1%	?	43	5%	i	11%	?	1%	-24%
Cc1cnc(C(=O)N2CCN(S(=O)(=O)c3ccc4ccccc4c3)CC2)cn1	-7%	2%	22	0%	i	-1%	-1%	-3%	-8%
COc1ccc(C(C(=O)NC(C)(C)C)N(C(=O)CCC(=O)Nc2ccccn2)C2CCCCC2)cc1 (stereo unspecified)	-2%	-2%	-7	0%	i	-2%	-10%	-8%	2%
O=C(COC(=O)CCC1CCCC1)Nc1ccc(F)cc1	-2%	2%	-10	0%	i	-2%	11%	-2%	0%
CC(C)[C@H](NC(=O)OCc1ccccc1)C(=O)NCc1ccccc1	-1%	3%	-1	5%	i	0%	7%	-2%	-12%
CC(=O)C(C(C)=O)c1cc(NS(=O)(=O)c2ccccc2)ccc1NS(=O)(=O)c1ccccc1	-18%	-8%	73	-15%	i	13%	-6%	?	-8%
COc1ccc(CNC(=O)c2c(Nc3ccc(OC)cc3OC)sc(C(=O)c3ccc(Cl)cc3)c2N)cc1	-42%	.	.	10%	?	.	.	.	-3%
CN(C)c1ccc(CNC(=O)CN2C(=O)COc3ccc(S(=O)(=O)N4CCCC4)cc32)cc1	3%	2%	13	10%	i	4%	6%	7%	0%
COc1ccc(CCNC(=O)COc2cc(O)c3c(c2)OC(C)(C)CC3=O)cc1OC	-23%	-16%	-5	0%	i	-7%	-11%	-5%	-19%
COc1ccc(C(NC(=O)C2CCN(Cc3ccc(Oc4ccccc4)cc3)CC2)c2ccccn2)cc1 (stereo unspecified)	-28%	15µM*	?	0%	?	.	23µM*	.	?
CCc1nc2ccc(C(=O)NCCC(C)C)cn2c1N(CC)CCOC	4%	17%	40	0%	i	.	22%	.	5%
O=C(Cn1c(=O)n(-c2ccc(F)c(Cl)c2)c(=O)c2sc3ccccc3c21)NC1CCCC1	5%	.	.	4%	?	.	.	.	3%
COc1ccc(N2CCN(CCCNC(=O)C(=O)c3c[nH]c4ccccc34)CC2)cc1	-30%	-6%	-20	-5%	i	?	-14%	4%	-10%
COc1cc(Br)c(Br)cc1N	5%	4%	16	1%	i	-9%	3%	-5%	.
COc1ccc(/C(O)=C2/C(=O)C(=O)N(Cc3cccnc3)C2c2ccco2)cc1OC (stereo unspecified)	-3%	22%	-4	11%	i	12%	27%	-2%	2%
COc1ccccc1CC(=O)Nc1ccc(-c2noc(COc3ccc(Br)cc3)n2)cc1	-11%	?	-13	?	?	?	?	12%	?
CC1(C)CC2CC(C)(CN2S(=O)(=O)c2ccc(C(=O)Nc3ccc(Cl)c(S(=O)(=O)N4CCOCC4)c3)cc2)C1 (stereo unspecified)	3%	-10%	27	2.9µM*	i	-1%	-14%	15%	-18%
C=CCNc1cc(C(F)(F)F)nc(-c2ccccn2)n1	7%	8%	-5	-2%	i	3%	0%	-2%	7%
CCOc1ccccc1NC(=O)c1ccc(-n2cncn2)nc1	-9%	-2%	6	2%	i	-3%	-6%	?	.
Cc1ccc(C(=C2C3C=CC2C2C(=O)NC(=O)C32)c2ccc(C)cc2)cc1 (stereo unspecified)	-48%	?	?	?	i	?	?	26%	-15%
CCOC(=O)CSc1nc(Cc2ccccc2)nc2ccccc12	-8%	4%	-1	3%	i	?	-16%	8%	-4%
CCCC(=O)NCCc1ccc(F)cc1	-1%	19%	11	-2%	i	-6%	21%	8%	12%
Cc1noc(C)c1C(=O)OCC(=O)/C=C1/N(C)c2ccccc2C1(C)C	23%	6%	29	-3%	i	?	0%	-9%	-20%
O=C(NC1CCCc2ccccc21)c1cc(S(=O)(=O)N2CCOCC2)ccc1F (stereo unspecified)	-2%	-4%	3	1%	i	?	-2%	?	-18%
CCOC(=O)c1cc(S(=O)(=O)N2CC(C)CC(C)C2)cn1C (stereo unspecified)	-10%	7%	22	-2%	i	-2%	2%	-31%[inhibitor]	1%
Cc1cc(C)nc(SCC(N)=O)n1	11%	19%	-7	15%	i	-7%	13%	-8%	2%
COc1ccc(CCN2C(=O)CC(N3CCN(c4ccccn4)CC3)C2=O)cc1OC (stereo unspecified)	3%	11%	-11	0%	i	0%	26%	-4%	7%
COc1ccc(C(=O)N[C@H](C(=O)OCCCOC(=O)[C@@H](NC(=O)c2ccc(OC)cc2)C(C)C)C(C)C)cc1	-53%	-10%	-21	-3%	?	10%	-1%	-12%	-17%
CC(C)(C)N(Cc1ccccc1)C(=O)c1cccs1	-18%	6%	10	-3%	i	4%	-4%	-1%	4%
Cc1cc(S(=O)(=O)Nc2ccccc2C(=O)O)ccc1Cl	-16%	-1%	32	-5%	i	-17%	-4%	-1%	27%
Cn1c(SCC(=O)Nc2ccccc2Cl)nnc1C1CC1	16%	5%	-8	-1%	i	?	-4%	141%	0%
O=C(c1ccccc1)n1nc(-c2ccco2)nc1NCc1cccs1	-42%	.	.	19%	?	.	.	.	4%
Cc1ccc(C)c(NC(=O)c2ccc(=O)n(Cc3ccc(F)cc3)c2)c1	-9%	.	.	-10%	i	.	.	.	-16%
FC(F)(F)c1nnc2ccc(NCc3cccnc3)nn12	4%	-22%	35	9%	i	-1%	-26%	-13%	0%
CCCNC(=O)c1ccc2c(=O)c(O)c(-c3ccc(F)cc3)[nH]c2c1	-35%	0%	71	?	i	-3%	8%	5%	?
O=C(CSc1ccc(Cl)cc1)N1N=CCC1c1ccccc1 (stereo unspecified)	3%	-12%	-63*	-19%	i	7%	-7%	-1%	32%
CC(C)Oc1ccc(/C(O)=C2/C(=O)C(=O)N(CCN(C)C)C2c2cccs2)cc1 (stereo unspecified)	11%	7%	-2	16%	i	2%	23%	-2%	26%
ClC1(Cl)CC1CSc1nnc(-c2ccncc2)o1 (stereo unspecified)	10%	-3%	-14	0%	?	-1%	-11%	0%	.
Cn1nccc1C(=O)Oc1ccc(/C=N/NC(=O)c2ccccc2O)cc1	-6%	-13%	22	18%	i	-2%	-1%	4%	30%
CC1=C(C(=O)Nc2ccccc2)C(c2coc3ccccc3c2=O)C2=C(CCCC2=O)N1 (stereo unspecified)	-8%	-7%	16	-6%	i	5%	-2%	1%	9%
CCCC(=O)NC(=S)Nc1ccccc1C(F)(F)F	-35%	-9%	21	0%	i	-1%	-5%	-6%	1%
CCOc1cc2[nH]c(=O)n(CCCN3CCCC3=O)c(=O)c2cc1OCC	-16%	-1%	-12	2%	i	-1%	-1%	-4%	-5%

By substructure, the compounds so far with a Cl atom.
Compound	HepG2 tox	HT1080-NT tox	IL-1B inflam inh	KB-3-1 cytotox	ATXN viability	MCF10A rereplic	HT1080 IDH1KD tx	SW480 rerep	ATXN2 expr inh
COc1ccc(CNC(=O)c2c(Nc3ccc(OC)cc3OC)sc(C(=O)c3ccc(Cl)cc3)c2N)cc1	-42%	.	.	10%	?	.	.	.	-3%
O=C(Cn1c(=O)n(-c2ccc(F)c(Cl)c2)c(=O)c2sc3ccccc3c21)NC1CCCC1	5%	.	.	4%	?	.	.	.	3%
CC1(C)CC2CC(C)(CN2S(=O)(=O)c2ccc(C(=O)Nc3ccc(Cl)c(S(=O)(=O)N4CCOCC4)c3)cc2)C1 (stereo unspecified)	3%	-10%	27	2.9µM*	i	-1%	-14%	15%	-18%
Cc1cc(S(=O)(=O)Nc2ccccc2C(=O)O)ccc1Cl	-16%	-1%	32	-5%	i	-17%	-4%	-1%	27%
Cn1c(SCC(=O)Nc2ccccc2Cl)nnc1C1CC1	16%	5%	-8	-1%	i	?	-4%	141%	0%
O=C(CSc1ccc(Cl)cc1)N1N=CCC1c1ccccc1 (stereo unspecified)	3%	-12%	-63*	-19%	i	7%	-7%	-1%	32%
ClC1(Cl)CC1CSc1nnc(-c2ccncc2)o1 (stereo unspecified)	10%	-3%	-14	0%	?	-1%	-11%	0%	.
